mIAP activ = mouse IAP activation; muIAP, CDP-Star luminescence, 30 min; stronger effect = higher value; 1 = vehicle-only enzyme signal, 0 = enzyme-free wells; activation factor at 10 µM; 0.24% of 330,000 active;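 active = activation factor of at least 2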; also: the source names both 10 and 20 µM as test concentration; values of inactives mirror those of a sister screen read the other way
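Assay system: mouse IAP enzyme; Reagent: CDP-Star chemiluminescent phosphatase substrate; Compound: DMSO-dissolved test compounds; Incubation: 30 min, room temperature; Technique: luminescence from enzymatic CDP-Star hydrolysis; Controls: DMSO-only wells and no-enzyme negative control.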
mIAP inh = mouse IAP inhibition. inhibition, % at 10 µM. 0.2% of 330,000 active. AID 2806. purified mouse IAP, CDP-Star luminescence, 30 min;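 active = inhibition of at least 40% at 10 µM in the primary screen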;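 also: plate controls were DMSO with enzyme for no effect and no enzyme wells for full effect; values of inactives mirror those of a sister screen read the other way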
hIAP inh = human IAP inhibition; inhibition, % at 10 µM; purified IAP, CDP-Star luminescence, 30 min; 0.12% of 330,000 active;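 active = inhibition reaching a set limit with compound at 10 µM in the primary screen, cut at about 35% in these data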;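 also: plate controls were DMSO wells with enzyme for no effect and no-enzyme buffer wells for full effect; values of inactives mirror those of a sister screen read the other way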
Target sequence (P09923 whole entry, looked up): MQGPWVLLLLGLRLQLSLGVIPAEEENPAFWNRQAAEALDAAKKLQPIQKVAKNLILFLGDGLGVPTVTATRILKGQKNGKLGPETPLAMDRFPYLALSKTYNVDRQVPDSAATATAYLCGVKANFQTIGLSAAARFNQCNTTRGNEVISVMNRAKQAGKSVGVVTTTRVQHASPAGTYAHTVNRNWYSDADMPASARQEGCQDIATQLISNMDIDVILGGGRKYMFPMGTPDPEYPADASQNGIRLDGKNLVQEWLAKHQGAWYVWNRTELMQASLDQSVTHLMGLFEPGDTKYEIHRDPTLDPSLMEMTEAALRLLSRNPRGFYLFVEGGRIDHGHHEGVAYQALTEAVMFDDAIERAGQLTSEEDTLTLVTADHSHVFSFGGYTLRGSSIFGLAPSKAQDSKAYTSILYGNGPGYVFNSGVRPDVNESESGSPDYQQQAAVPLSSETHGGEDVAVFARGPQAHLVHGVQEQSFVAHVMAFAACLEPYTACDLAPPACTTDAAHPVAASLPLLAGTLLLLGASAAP
TIM10 inh = inhibits growth of TIM10 yeast strain. S. cerevisiae TIM10 strain growth, BacTiter-Glo luminescence, 24 h. inhibition, % at 10 µM. 1.4% of 330,000 active. AID 463195;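 active = inhibition of 40% or more at the single tested concentration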;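 also: wild-type TIM10 isogenic control strain grown at permissive 25 °C; 0% = DMSO yeast wells and 100% = minimal medium wells without yeast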
A3A deaminase = blocks human APOBEC3A ssDNA deamination; P31941; 0.41% of 330,000 active; inhibition, % at 20 µM; recombinant A3A, FAM/TAMRA ssDNA deamination fluorescence;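 active = at least 40% inhibition at 20 µM here, with at most 30% in a related deaminase screen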;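 also: plate controls were A3A with DMSO for no effect and wells lacking A3A enzyme for full effect; some results filed as inactive read as strong as hits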
beta cell repl = MIN6 beta-cell proliferation induction; MIN6 cells proliferation, ATPlite luminescence, 48 h; cells starved in 0.2% serum; 100% = growth in 10% serum; proliferation, % at 10 µM; 0.29% of 330,000 active;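 active = compounds whose signal lies at least 3.5 SD above the mean of all wells on their plate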;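 also: 0% = DMSO-treated cells in low-serum medium and 100% = 10% serum control; some compounds called inactive have numbers as strong as hits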
A3G deaminase = blocks human APOBEC3G single-stranded DNA deamination. Q9HC16. recombinant A3G, ssDNA deamination FAM/TAMRA fluorescence. inhibition, % at 20 µM. 0.28% of 330,000 active. AID 493012;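 active = inhibition of at least 40% at 20 µM, with no more than 30% in the related APOBEC3A deaminase screen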;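 also: plate controls were DMSO wells with A3G for no effect and wells lacking A3G enzyme for full effect; some compounds called inactive have numbers as strong as hits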
Target sequence (Q9HC16 whole entry, looked up): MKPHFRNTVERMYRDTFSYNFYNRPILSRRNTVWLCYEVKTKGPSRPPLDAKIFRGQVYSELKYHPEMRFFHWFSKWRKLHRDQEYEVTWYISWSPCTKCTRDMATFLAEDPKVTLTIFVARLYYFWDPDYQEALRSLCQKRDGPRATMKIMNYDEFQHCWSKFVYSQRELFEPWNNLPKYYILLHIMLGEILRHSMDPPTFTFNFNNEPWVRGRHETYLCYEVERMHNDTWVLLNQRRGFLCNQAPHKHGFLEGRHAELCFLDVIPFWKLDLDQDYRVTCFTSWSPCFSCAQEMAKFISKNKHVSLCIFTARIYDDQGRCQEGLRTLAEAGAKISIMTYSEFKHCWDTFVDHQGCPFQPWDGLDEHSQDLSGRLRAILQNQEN
NLRP3 yeast inh = blocks the NALP3 inflammasome reconstituted in yeast; Yeast reconstituted NLRP3/ASC/caspase-1, beta-gal luminescence, 24 h; inhibition, % at 10 µM; 0.39% of 330,000 active; AID 2825;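 active = inhibition of 50% or more; inactive = inhibition below 50%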;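 also: plate controls were induced DMSO wells for no effect and uninduced yeast grown without galactose for full effect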
tim10-1 inh = inhibits growth of tim10-1 mutant yeast. inhibition, % at 20 µM. S. cerevisiae tim10-1 ts strain growth, BacTiter-Glo, 24 h. 2.2% of 330,000 active. AID 463190;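 active = inhibition of at least 40%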;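 also: mutant grown at 25 °C; 0% = DMSO wells with yeast and 100% = wells holding no yeast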
* marks the source's active call; other numbers are inactive results.

SMILES	mIAP activ	mIAP inh	hIAP inh	TIM10 inh	A3A deaminase	beta cell repl	A3G deaminase	NLRP3 yeast inh	tim10-1 inh
CC1CCCCC1NC(=O)c1cncc(Br)c1 (stereo not given)	0.97	3	-14	-5	0	0	0	18	13
Cc1ccc(/C=C/C(=O)NCCCN2CCN(CCCNC(=O)/C=C/c3ccc(C)o3)CC2)o1	0.93	7	7	4	-3	-5	-8	2	7
CCCCc1nc(SCC(=O)N2CCOCC2)c2c(=O)n(C)c(=O)n(C)c2n1	1.1	-7	13	-4	-2	2	-2	5	-11
O=C(NCC1CCCO1)c1cc2c(s1)CS(=O)(=O)C2 (stereo not given)	1.1	-5	12	-11	-4	-2	-4	5	-17
CCOC(=O)CSc1nc2c(cnn2-c2ccc(Cl)cc2)c(=O)[nH]1	0.86	14	-8	6	-1	-4	-7	19	-5
CN(C)C(=S)SCC(=O)NC(=O)NC(C)(C)C	1.1	-14	-10	-11	-2	3	-2	-4	8
CSc1nc(SC)c2c3c(oc2n1)COC(C)(C)C3	0.97	3	13	-3	-2	-1	-5	33	-14
CC(=O)c1cc(-c2ccccc2)n(CC(=O)NC2CCCCC2)c1C	0.95	5	22	-13	-2	-1	-4	0	10
COc1ccc(C)cc1NC(=O)CN1C(=O)C2CC=CCC2C1=O (stereo not given)	0.98	2	6	3	-3	5	-9	-4	15
Cn1c(Cn2nnc3ccccc32)nnc1SCC(=O)N1c2ccccc2Sc2ccccc21	1.1	-8	18	6	3	1	7	8	16
C#CC(CC)(CC)NC(=O)c1cc(S(=O)(=O)N2CCCCC2)ccc1N1CCOCC1	0.91	9	11	7	-2	-1	-5	16	11
Cc1cccc(NC(=O)c2ccc(OCC(=O)NCc3ccccc3)cc2)c1C	1.1	-6	-12	-17	-5	0	-6	-9	-1
COc1ccc(C#Cc2c(-c3ccc(OC)cc3)oc3ccc(-c4ccc5c(c4)OCO5)cc23)cc1	0.95	5	9	1	-3	0	-6	23	-9
CC(NC(=O)C(C)N1CCN(Cc2ccccc2)CC1)c1ccccc1 (stereo not given)	1	0	1	-7	-1	-2	-6	18	2
COc1c(C(=O)Nc2nnc(C3CC3)s2)csc1Cl	0.91	9	4	20	-2	2	-7	9	28
c1c2c(cc3sc(N4CCOCC4)nc13)OCO2	0.85	14	-7	0	0	-3	31	12	11
COc1ccc(C(=O)COC(=O)CCNS(=O)(=O)c2ccccc2)cc1Br	0.96	4	-24	8	0	-3	-4	7	17
COC(=O)c1ccc(N2CCN(C)CC2)c(NC(=O)COc2ccccc2)c1	1	-3	-6	-11	-4	0	2	4	2
O=C(NCCS(=O)(=O)NCc1ccccc1Cl)c1ccccc1	1.1	-11	-1	-3	1	2	0	5	13
Cc1ccc(S(=O)(=O)N/N=C/c2ccc3nccnc3c2)cc1	1	0	0	-6	3	-3	-1	10	5
CCOc1ccc(C(=O)N2CCCCCC2)cc1	0.93	7	2	8	-3	-1	-6	10	9
CC(C)(C)NC(=O)CSc1ccc(S(=O)(=O)N2CCOCC2)cn1	1	-2	-9	9	14	2	-7	9	12
CCCCn1c(N)c(N(CC)C(=O)c2cccs2)c(=O)[nH]c1=O	0.97	3	2	-1	0	-1	-5	10	4
CC(C)CC(NC(=O)C1CCCN1C(=O)CNC(=O)OCc1ccccc1)C(=O)O (stereo not given)	0.98	2	-3	2	3	-1	2	10	17
COc1cc(NC(=O)C(C)Oc2ccccc2)c(OC)cc1NC(=O)c1ccccc1 (stereo not given)	1	-1	-10	-4	-5	-3	-8	8	20
CCCOc1ccc(C(=O)Nn2c(C)nc3ccccc3c2=O)cc1	0.93	7	-10	15	-3	1	-1	13	18
CCN(CC)C(=O)c1ccccc1NC(=O)CN1C(=O)c2ccccc2S1(=O)=O	1	-4	-16	-8	0	0	-4	17	11
COc1ccc(N2C(=O)C3CCCN3C2c2cccc(Br)c2)cc1 (stereo not given)	0.91	10	6	-1	2	-3	-2	14	-2
COc1ccc2[nH]c(C)c(CCN3C(=O)OC(C)(C)C3(C)O)c2c1 (stereo not given)	1.1	-8	-6	3	0	0	1	-3	2
CCOC(=O)CC(=O)Nc1ccc(C)cc1	0.79	21	14	-12	1	-2	-1	12	3
CC(=O)Nc1ccc(NC(=O)C(C)OC(=O)CCC2CCCCC2)cc1 (stereo not given)	0.96	4	-7	4	0	-3	-4	0	21
O=C(CCSCc1cccc(Cl)c1)NCCc1ccccc1	1.1	-14	-11	-6	4	-1	5	19	15
CN(C)CCCN(C(=O)/C=C/c1cccs1)c1nc2ccc(F)cc2s1	1.1	-6	-18	-4	-3	-6	-8	32	20
Cc1cc(Cl)ccc1OCC(=O)Nc1ccc2oc(=O)ccc2c1	0.91	9	2	14	-4	4	-11	14	-8
CC(C)OP(=O)(Nc1cccc2ccccc12)OC(C)C	0.97	3	6	22	-4	3	-6	-5	25
COc1ccc(-c2nc(-c3cccs3)c(-c3cccs3)[nH]2)cc1O	1.1	-6	-21	26	-4	-4	-2	-39	52*
CCOC(=O)c1cc(-c2ccc(/C=N\n3cnnc3)o2)ccc1Cl	0.93	7	4	17	-1	2	-1	-6	15
CC(C)NC(=O)Cn1c(SCC(=O)N2CCc3ccccc3C2)nc2ccccc21	0.98	2	6	-1	-3	-2	-5	8	15
Cc1cc(NCc2ccc3c(c2)OCO3)n2nc(C)nc2n1	0.98	2	19	3	1	-1	-1	14	5
Cc1ccc2c(c1)N(CC(=O)OCC(=O)NCc1ccccc1)C(=O)CO2	1	-1	-17	7	-6	-2	-4	17	18
Cc1nn2c(NCCN3CCOCC3)c3c(nc2c1-c1ccccc1)CCCC3	0.94	6	14	22	-4	1	-3	21	11
O=C(O)c1cccc(CN2C(=O)SC(Nc3ccccc3)C2=O)c1 (stereo not given)	1	-2	-2	8	-2	0	-2	-1	8
CCOC(=O)c1c(C)[nH]c(C)c1C(=O)COC(=O)CSc1ccc(C)cc1	0.84	16	0	15	1	5	-4	10	10
CCOc1cc(CN2CCN(CCOCCO)CC2)ccc1OC	0.9	10	0	-3	0	1	-1	20	-11
O=C(NCc1ccccc1)/C(=C/c1cccc([N+](=O)[O-])c1)NC(=O)c1ccco1	0.99	1	-11	-9	-2	1	-6	-2	-2
CC(=O)c1ccc(Nc2cc(C)nc3ccc(C)cc23)cc1	1.1	-10	-5	-5	-2	-3	-7	8	14
COc1cc(/C=C/c2cc(C(=O)O)c3ccccc3n2)ccc1OC(F)F	0.97	3	-1	6	3	-6	-3	1	10
CC(NC(=O)COc1ccccc1Cl)c1ccccc1 (stereo not given)	1	0	-7	18	1	-4	-6	1	14
CC1CCN(CC(=O)Nc2cccc(C(=O)Nc3cccc(C(F)(F)F)c3)c2)CC1	1.1	-5	12	7	-1	-5	-3	7	25
C#CCn1cc[n+](CC(=O)N(C)C)c1	1	-1	-7	17	1	-1	-6	9	15
CCS(=O)(=O)c1ccc2oc(SCC(=O)Nc3ccc(OC)cc3)nc2c1	1.1	-11	-27	0	-2	-2	-7	10	-2
Cc1ccc(C(=O)NC(=S)N(C)C2CCCCC2)cc1	1	-3	-6	9	-5	-1	-11	18	31
CC1CCCCC1N(C)C1CCN(C(=O)CNC(=O)/C=C/c2cccc(Cl)c2)CC1 (stereo not given)	0.93	7	8	-9	-5	0	-3	9	14
COc1ccc(NC(=S)NCc2ccc(Cl)cc2)c(OC)c1	1.2	-16	7	17	-7	-5	-5	25	24
COc1ccc(CCNC(=S)N2CCC(Cc3ccccc3)CC2)cc1OC	1.5	-49	-7	13	-6	-3	-11	16	16
O=C(CC1CCCCC1)Nc1ccccc1-c1ccccc1	1	0	12	18	-6	-2	-5	11	13
CCN(CC)S(=O)(=O)c1ccc(NC2c3ccccc3C(=O)N2Cc2ccco2)cc1 (stereo not given)	0.98	2	10	14	-4	-2	-10	-1	17
CCN(CC)CCCOC(=O)C(c1ccccc1)c1ccccc1	1	-1	-6	3	2	1	-5	20	-1
CN1CCN(/N=C/c2ccc(N(c3ccccc3)c3ccccc3)cc2)CC1	0.92	8	1	30	1	-6	-2	-7	50*
CC(C)C(c1nnnn1C1CCCC1)N1CCCc2ccccc21 (stereo not given)	1.1	-6	-6	25	-1	0	-2	-57	41*

Compounds from the list above that have an aryl methoxy group (13):
SMILES	mIAP activ	mIAP inh	hIAP inh	TIM10 inh	A3A deaminase	beta cell repl	A3G deaminase	NLRP3 yeast inh	tim10-1 inh
COc1ccc(C)cc1NC(=O)CN1C(=O)C2CC=CCC2C1=O (stereo not given)	0.98	2	6	3	-3	5	-9	-4	15
COc1ccc(C#Cc2c(-c3ccc(OC)cc3)oc3ccc(-c4ccc5c(c4)OCO5)cc23)cc1	0.95	5	9	1	-3	0	-6	23	-9
COc1c(C(=O)Nc2nnc(C3CC3)s2)csc1Cl	0.91	9	4	20	-2	2	-7	9	28
COc1ccc(C(=O)COC(=O)CCNS(=O)(=O)c2ccccc2)cc1Br	0.96	4	-24	8	0	-3	-4	7	17
COc1cc(NC(=O)C(C)Oc2ccccc2)c(OC)cc1NC(=O)c1ccccc1 (stereo not given)	1	-1	-10	-4	-5	-3	-8	8	20
COc1ccc(N2C(=O)C3CCCN3C2c2cccc(Br)c2)cc1 (stereo not given)	0.91	10	6	-1	2	-3	-2	14	-2
COc1ccc2[nH]c(C)c(CCN3C(=O)OC(C)(C)C3(C)O)c2c1 (stereo not given)	1.1	-8	-6	3	0	0	1	-3	2
COc1ccc(-c2nc(-c3cccs3)c(-c3cccs3)[nH]2)cc1O	1.1	-6	-21	26	-4	-4	-2	-39	52*
CCOc1cc(CN2CCN(CCOCCO)CC2)ccc1OC	0.9	10	0	-3	0	1	-1	20	-11
COc1cc(/C=C/c2cc(C(=O)O)c3ccccc3n2)ccc1OC(F)F	0.97	3	-1	6	3	-6	-3	1	10
CCS(=O)(=O)c1ccc2oc(SCC(=O)Nc3ccc(OC)cc3)nc2c1	1.1	-11	-27	0	-2	-2	-7	10	-2
COc1ccc(NC(=S)NCc2ccc(Cl)cc2)c(OC)c1	1.2	-16	7	17	-7	-5	-5	25	24
COc1ccc(CCNC(=S)N2CCC(Cc3ccccc3)CC2)cc1OC	1.5	-49	-7	13	-6	-3	-11	16	16

Among those listed so far, these have a COOH group:
SMILES	mIAP activ	mIAP inh	hIAP inh	TIM10 inh	A3A deaminase	beta cell repl	A3G deaminase	NLRP3 yeast inh	tim10-1 inh
CC(C)CC(NC(=O)C1CCCN1C(=O)CNC(=O)OCc1ccccc1)C(=O)O (stereo not given)	0.98	2	-3	2	3	-1	2	10	17
O=C(O)c1cccc(CN2C(=O)SC(Nc3ccccc3)C2=O)c1 (stereo not given)	1	-2	-2	8	-2	0	-2	-1	8
COc1cc(/C=C/c2cc(C(=O)O)c3ccccc3n2)ccc1OC(F)F	0.97	3	-1	6	3	-6	-3	1	10

From PubChem
